# HT1080 IDH1KD tx = HT-1080 IDH1 knockdown cell toxicity (counter line). Potency, µM (titrated, usually from 46.1 µM), for inactives: top-dose activity, negative = toxicity, most hits filed as cytotoxic. HT-1080 IDH1 knockdown viability, ATP luminescence, 48 h. 360,000 compounds, 2% hits. AID 686971;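 further: potency means the concentration at half of the fitted maximal effect; 0% = DMSO wells and -100% = cell-free medium wells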
#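 IDH1KD HT-1080 cells, 750/well, RPMI + 5% FBS; compound pinned after 2 h settling; 48 h, 37 °C; CellTiter-Glo luminescence; % activity normalised to DMSO and no-cell wells; curves fitted, classed by r2 and efficacy.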
# DRD3 agonist = activates the human D3 dopamine receptor | max activation, % | 410,000 compounds, 0.58% hits | D3R DiscoveRx beta-arrestin cells, luminescence, 90 min | P35462 | AID 652048; in the data active means max activation above about 30%; further: 0% is about no effect; mostly tested at two doses, the higher about 12 µM
# Target sequence (P35462 whole entry, looked up): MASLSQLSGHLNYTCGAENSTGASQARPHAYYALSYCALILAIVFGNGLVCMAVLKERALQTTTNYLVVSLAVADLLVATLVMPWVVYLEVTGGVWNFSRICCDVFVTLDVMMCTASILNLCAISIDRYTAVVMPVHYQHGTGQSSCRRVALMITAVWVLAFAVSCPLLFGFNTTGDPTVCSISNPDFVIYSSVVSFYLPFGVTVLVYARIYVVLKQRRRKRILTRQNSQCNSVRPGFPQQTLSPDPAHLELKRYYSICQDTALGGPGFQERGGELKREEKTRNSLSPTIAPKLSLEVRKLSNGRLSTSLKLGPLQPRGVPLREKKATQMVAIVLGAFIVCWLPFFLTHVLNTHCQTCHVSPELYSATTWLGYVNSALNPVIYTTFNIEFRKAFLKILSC
#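 Agonist mode: compounds and dopamine controls were applied to plated cells for 90 min at 37 degrees C after an overnight attachment at 1500 cells/well. Luminescent read-out followed 30 - 60 minutes at room temperature with DiscoveRx detection reagent.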
# IL1B secr inh = inflammasome signaling inhibition, IL-1 beta readout; THP-1 LPS/ATP IL-1B secretion, AlphaLISA, 16 h; hits give low values; activity change, % at 57.5 µM; 360,000 compounds, 4.7% hits; in the data active means activity change below about -50%; inconclusive means mostly about -30% to -49%; further: on the % scale 0 is the no-effect control and ±100 the full control effect
#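 Secreted IL-1B measured by AlphaLISA bead assay after 16 h compound exposure of THP-1 cells; compounds (final up to 57.5 uM) added 1 h before LPS (250 ng/mL) and ATP (1.25 mM) stimulation; lower signal means less secretion.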
# KB-3-1 cytotox = kills parental KB-3-1 adenocarcinoma cells. AID 1347075. KB-3-1 viability, CellTiter-Glo ATP luminescence, 72 h. 400,000 compounds, 1.4% hits. Potency, µM (doses to about 46.1 µM), without a hit: top-dose activity change, negative = cytotoxic, usual class: cytotoxic; further: potency means the concentration at half of the fitted maximal effect; on the % scale 0 is the no-effect control and ±100 the full control effect; nearly all actives have a fitted effect of over 60% in size
#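 Here the drug-naive KB-3-1 line serves as comparator for MDR sub-line selectivity; cells received compound titrations, 72 h at 37 °C, then CellTiter-Glo readout.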
# GLP1R ag = activates the human GLP-1 receptor. Potency, µM (doses to about 45.6 µM), for the others: at the highest dose activation, most hits filed as activators. 380,000 compounds, 0.007% hits. HEK293 GLP-1R CRE-luciferase, luminescence, 4-6 h; cells express a hypersensitive GLP-1R form. P43220; further: potency means the concentration at half of the fitted maximal effect; % of control where 0% means no effect
# Target sequence (P43220 whole entry, looked up): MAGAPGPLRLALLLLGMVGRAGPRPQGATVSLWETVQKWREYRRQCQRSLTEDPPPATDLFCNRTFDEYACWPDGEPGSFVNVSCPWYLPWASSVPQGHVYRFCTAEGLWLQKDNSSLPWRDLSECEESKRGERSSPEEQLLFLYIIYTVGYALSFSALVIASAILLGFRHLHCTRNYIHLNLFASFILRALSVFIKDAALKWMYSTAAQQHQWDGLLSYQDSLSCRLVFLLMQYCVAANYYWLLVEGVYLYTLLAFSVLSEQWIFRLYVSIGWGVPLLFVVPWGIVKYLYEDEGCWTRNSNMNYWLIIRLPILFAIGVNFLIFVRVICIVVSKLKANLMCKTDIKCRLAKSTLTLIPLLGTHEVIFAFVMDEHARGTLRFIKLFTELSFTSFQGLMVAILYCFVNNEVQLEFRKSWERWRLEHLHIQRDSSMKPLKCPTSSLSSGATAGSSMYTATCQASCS
# SW480 rerep = induces DNA re-replication in SW480 colon adenocarcinoma cells; SW480 DNA re-replication, Hoechst DNA content imaging, 48 h; 340,000 compounds, 1.8% hits; Potency, µM (titrated, usually from 46.1 µM), for the others: at the top dose re-replication activation, usual class: activators; AID 624297; further: potency means the concentration at half of the fitted maximal effect; % of control where 0% means no effect; nearly all actives have a fitted effect of over 55% in size
#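 Readout is total intensity of Hoechst-stained nuclei, excited at 405 nm and collected at 500-530 nm. Compound treatment lasted 48 hr at 37 C in 5% CO2 before staining.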
# D3 antag = antagonists of human D3 dopamine receptor | P35462 | 360,000 compounds, 2.5% hits | max response, negative = inhibition, % | D3R cells, DiscoveRx beta-arrestin luminescence, antagonist mode; hits give low values; in the data active means max response below about -50%; inconclusive means no clear call, values can overlap the other calls; further: on the % scale 0 is the no-effect control and ±100 the full control effect; mostly tested at two doses, the higher about 12 µM
#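 Cells expressing the human receptor were seeded at 1500 cells/well, incubated overnight at 37 degrees C in 5% CO2, then exposed to library compounds with dopamine controls for 90 minutes at 37 degrees C before luminescent detection.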
# HT1080NT lethal = kills 2HG-producing HT-1080-NT fibrosarcoma cells | HT-1080-NT fibrosarcoma viability, CellTiter-Glo ATP luminescence, 48 h | Potency, µM (top dose mostly 46.1 µM), without a hit: at the top dose activity, negative = less viability, usual class: cytotoxic | 360,000 compounds, 1.6% hits;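 further: NT is the 2HG producing partner of a matched IDH1 knockdown line; potency means the concentration at half of the fitted maximal effect; 0% = DMSO-treated cells and -100% = media-only wells without cells; nearly all actives have a fitted effect of over 55% in size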
#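 Viability of the 2HG-overproducing fibrosarcoma line after 48 hours of compound exposure at 37 degrees C was determined by luminescence with CellTiter-Glo, and concentration-effect curves were then fitted and categorized.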
# KB-V1 MDR tox = kills drug-selected multidrug resistant KB-V1 cells; KB-V1 MDR cells viability, CellTiter-Glo, 72 h; Potency, µM (doses to about 46.1 µM), inactives show top-dose activity change, negative = cytotoxicity, hits mostly cytotoxic; 400,000 compounds, 3.4% hits; AID 1347076; further: potency means the concentration at half of the fitted maximal effect; on the % scale 0 is the no-effect control and ±100 the full control effect; nearly all actives have a fitted effect of over 60% in size
#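 Compound-treated KB-V1 multidrug-resistant cells, 72 h, 37 degrees C; viability by CellTiter-Glo. Fitted qHTS curves give the values.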
# * = called active by the depositor; u = inconclusive; x = no result given; [ ] = remark or other dose. Unless noted, the call rests on the fitted dose curve; in most records, active means well fitted curve in the direction sought with a large enough effect; inconclusive means small, poorly fitted or top-dose-only effect, or another doubt; inactive means no such curve, though single readings can be large; an effect the other way counts as inactive or inconclusive.
SMILES	GLP1R ag	KB-3-1 cytotox	IL1B secr inh	D3 antag	DRD3 agonist	SW480 rerep	HT1080 IDH1KD tx	HT1080NT lethal	KB-V1 MDR tox
CCCC(C)NC(=O)c1ccc(F)cc1 (stereo not drawn)	-1%	-5%	1	21	2	-8%	9%	8%	24%
Cc1ccc(NC(=S)NNC(=O)c2ccc(N3CCOCC3)c([N+](=O)[O-])c2)cc1Cl	-1%	u	-16	18	-1	u	16%	4%	16µM*
COc1cccc2c1cc1c(=O)n(CC(=O)N3CCN(c4cccc(C)c4C)CC3)nc(C)n12	0%	-2%	5	1	71*	-11%	25%	20%	3%
O=C(Nc1cccc(O)c1)c1cc(-c2ccccc2Cl)on1	-3%	-2%	u	-20	-5	2%	-16%	-10%	-23%
CN(C)c1ncnc2c1ncn2C1OC(CO)C(O)C1O (stereo not drawn)	-9%	8.2µM*	35	6	2	7.3µM*	13µM*	13µM*	u
COc1ccc(OCC(=O)N2CCN(c3nnc(-c4ccccc4)c4ccccc34)CC2)cc1	-14%	23µM*	-66*	51	2	7%	-4%	-26%	2.6µM*
COc1ccc2[nH]c3c(c2c1)[C@@H]1CCN2C(=O)CCC[C@H](C3)[C@H]12	-3%	0%	-2	3	4	1%	-3%	11%	-7%
CCCCn1c(CNC(=O)c2cccs2)nc2ccccc21	6%	u	5	4	-11	-3%	-7%	8%	u
CCOC(=O)C1=C(C)N=c2s/c(=C\c3ccc(OCC(=O)O)cc3)c(=O)n2C1c1ccccc1OC (stereo not drawn)	1%	4%	-6	-11	1	-28%	7%	7%	14%
O=C(/C=C/c1ccc2c(c1)OCO2)NCCS(=O)(=O)N1CCN(c2ccc(F)cc2)CC1	3%	u	3	5	-6	-9%	u	-30%	u

# Next part
SMILES	GLP1R ag	KB-3-1 cytotox	IL1B secr inh	D3 antag	DRD3 agonist	SW480 rerep	HT1080 IDH1KD tx	HT1080NT lethal	KB-V1 MDR tox
O=C(NNS(=O)(=O)c1ccccc1[N+](=O)[O-])c1cccc([N+](=O)[O-])c1	-8%	1%	3	32	-10	-4%	4%	1%	-2%
C/C(=N\NC(=S)NC(C)C)c1ccc2c(c1)OCCO2	7%	u	-79*	-4	3	-1%	-3%	10%	u
COc1ccc(NC(=O)CCS(=O)(=O)c2cc3c(cc2C)NC(=O)CO3)cc1Cl	-5%	16%	x	x	8	x	x	x	-1%
CC(C)(C)c1nc2c(Br)cc(Br)cc2c(=O)o1	-1%	0%	2	-4	-13	-3%	22%	26%	5%
COC(=O)c1ccc2c(=O)n3c(nc2c1)SCC(c1ccccc1)=N3	-3%	11%	11	9	2	-4%	14%	12%	3%
Cc1ccc(N(CC(=O)N2CCN(c3cc(C)ccc3C)CC2)S(=O)(=O)c2c(C)nn(C)c2C)cc1	-5%	u	x	x	-4	x	x	x	u
Cc1ccc(SCC(=O)OC(C)C(=O)Nc2ccc(S(N)(=O)=O)cc2)cc1C (stereo not drawn)	-3%	20%	9	-20	-9	-1%	-8%	-1%	u
CN(C)C1=NCCN1CCC1CCCCC1	-1%	5%	-3	-20	-15	-6%	1%	11%	-20%
CCOP(=O)(OCC)c1nc(/C=C/c2ccccc2)oc1NCc1ccc(OC)cc1	5%	3%	-7	-17	3	u	u	u	-4%
CCOC(=O)c1c(C)n(C)c2cc(Br)c(C(=O)OC)cc12	u	u	-12	-1	-8	-2%	-5%	-6%	-7%

# Part of the list above in order of SMILES length, largest number first.
SMILES	GLP1R ag	KB-3-1 cytotox	IL1B secr inh	D3 antag	DRD3 agonist	SW480 rerep	HT1080 IDH1KD tx	HT1080NT lethal	KB-V1 MDR tox
Cc1ccc(N(CC(=O)N2CCN(c3cc(C)ccc3C)CC2)S(=O)(=O)c2c(C)nn(C)c2C)cc1	-5%	u	x	x	-4	x	x	x	u
CCOC(=O)C1=C(C)N=c2s/c(=C\c3ccc(OCC(=O)O)cc3)c(=O)n2C1c1ccccc1OC (stereo not drawn)	1%	4%	-6	-11	1	-28%	7%	7%	14%
O=C(/C=C/c1ccc2c(c1)OCO2)NCCS(=O)(=O)N1CCN(c2ccc(F)cc2)CC1	3%	u	3	5	-6	-9%	u	-30%	u
Cc1ccc(SCC(=O)OC(C)C(=O)Nc2ccc(S(N)(=O)=O)cc2)cc1C (stereo not drawn)	-3%	20%	9	-20	-9	-1%	-8%	-1%	u
CCOP(=O)(OCC)c1nc(/C=C/c2ccccc2)oc1NCc1ccc(OC)cc1	5%	3%	-7	-17	3	u	u	u	-4%
COC(=O)c1ccc2c(=O)n3c(nc2c1)SCC(c1ccccc1)=N3	-3%	11%	11	9	2	-4%	14%	12%	3%
CCOC(=O)c1c(C)n(C)c2cc(Br)c(C(=O)OC)cc12	u	u	-12	-1	-8	-2%	-5%	-6%	-7%
C/C(=N\NC(=S)NC(C)C)c1ccc2c(c1)OCCO2	7%	u	-79*	-4	3	-1%	-3%	10%	u
CN(C)C1=NCCN1CCC1CCCCC1	-1%	5%	-3	-20	-15	-6%	1%	11%	-20%

# Next part
SMILES	GLP1R ag	KB-3-1 cytotox	IL1B secr inh	D3 antag	DRD3 agonist	SW480 rerep	HT1080 IDH1KD tx	HT1080NT lethal	KB-V1 MDR tox
CCn1cc(CN2CCCC(C(=O)Nc3ccc(-c4cscn4)cc3)C2)cn1 (stereo not drawn)	-7%	x	6	28	-5	14%	3%	0%	x
C[C@H](CO)N1C[C@H](C)[C@@H](CN(C)S(=O)(=O)c2cn(C)cn2)OCc2cnnn2CCCC1=O	11%	23%	-8	18	0	x	7%	4%	-6%
COc1ccc(N2C(=O)S[C@@H]3CS(=O)(=O)C[C@@H]32)cc1	-6%	12%	12	11	-2	3%	24%	21%	u
CC1CCN(C(=O)C2c3ccccc3C(=O)N3CCc4ccccc4C23)CC1 (stereo not drawn)	-8%	17%	14	13	-18	-1%	10%	-3%	-6%
O=C(CC1C(=O)NCCN1Cc1cccc(Oc2ccccc2)c1)NCc1cccnc1 (stereo not drawn)	6%	-6%	1	5	7	5%	-5%	-4%	2%
O=C(Cc1ccccc1)NCC(=O)Nc1cc(Cl)ccc1Cl	2%	u	4	12	2	12%	u	u	u
Cc1ccc(COc2cccc3cc(-c4noc(-c5ccc(C)cc5)n4)c(=O)oc23)cc1	-1%	-5%	x	x	-8	x	x	x	-11%
CC(=O)C1C(c2ccc(F)cc2)C2C(C)=NN=C2CC1(C)O (stereo not drawn)	-1%	-1%	17	13	5	-36%[inhibitor]	7%	-16%	4%
CCOC(=O)Cc1nn[nH]n1	0%	-4%	24	7	-1	1%	-9%	-1%	-12%
CSc1nc(N)nc2c1ncn2Cc1ccccc1	21%	-21%	21	9	6	3%	-3%	2%	-28%

# Additional structures follow:
SMILES	GLP1R ag	KB-3-1 cytotox	IL1B secr inh	D3 antag	DRD3 agonist	SW480 rerep	HT1080 IDH1KD tx	HT1080NT lethal	KB-V1 MDR tox
O=C1OCC2=C1C(c1cccc(Cl)c1)CC(=O)N2c1ccc(C(F)(F)F)cc1 (stereo not drawn)	-2%	2%	x	x	-6	x	x	x	0%
O=C1CCCCN1CCc1c[nH]c2ccccc12	2%	8%	1	15	-2	0%	10%	13%	0%
O=C(CCN1C(=O)C2CCCCC2C1=O)Nc1ccc(Br)cc1F (stereo not drawn)	7%	-3%	-18	12	-1	u	-4%	1%	0%
O=C(c1ccccc1Nc1ccc(SC(F)F)cc1)N1CCCCCC1	5%	-6%	-16	-10	2	14%	-18%	-8%	-1%
COc1ccc(C2c3c(ccc4ccccc34)Oc3ncn4nc(-c5ccco5)nc4c32)cc1 (stereo not drawn)	6%	2%	12	1	-1	-93%[inhibitor]	-4%	9%	-22%
COc1ccc(C(=O)NC(NC(=O)c2ccc(OC)cc2)c2ccccc2F)cc1	4%	0%	0	-4	-17	-10%	u	-14%	-8%
CN1CCN(CCc2nc3cc(NC(=O)c4ccco4)ccc3n2C)CC1	-1%	0%	1	7	3	-7%	8%	6%	u
Cc1cc(SC(C)C(=O)O)nc2ccccc12 (stereo not drawn)	-2%	2%	8	-4	0	-106%[inhibitor]	7%	1%	3%
Cc1cccc(N2CCN(C(=O)c3oc(=O)c4ccccc4c3-c3ccccc3)CC2C)c1 (stereo not drawn)	1%	-16%	x	x	2	x	x	x	1%
COc1ccccc1CNS(=O)(=O)c1cc(CN2C(=O)c3cccnc3C2=O)ccc1OC	0%	1%	10	16	1	-21%	1%	3%	u

# Other entries:
SMILES	GLP1R ag	KB-3-1 cytotox	IL1B secr inh	D3 antag	DRD3 agonist	SW480 rerep	HT1080 IDH1KD tx	HT1080NT lethal	KB-V1 MDR tox
Cc1ccc(NC(=S)N2CCOCC2)c(C)c1	-9%	6%	-2	-6	-3	11%	2%	10%	26%
CSc1ccc(CN(C)CC(=O)Nc2c(F)cccc2F)cc1	8%	-16%	22	-10	1	u	-1%	-4%	u
CC(C)(C)NC(=O)NC(=O)CN1CCC(Cc2ccccc2)CC1	4%	4%	-3	-21	-8	-1%	-4%	-14%	-26%
O=C(c1ccccn1)N1CCCC(N2CCN(c3ccc(F)cc3)CC2)C1 (stereo not drawn)	2%	0%	46	3	-2	-31%[inhibitor]	16%	u	22%
COc1ccccc1-[n+]1c(C)cc(/C=C2\Sc3ccccc3N2C)cc1C	-6%	0.29µM*	-63*	-1	-6	23µM*	0.58µM*	2.6µM*	9.2µM*
N#Cc1ccc(C(c2nnnn2C2CCCC2)N2CCC(Cc3ccccc3)CC2)cc1 (stereo not drawn)	-5%	-24%	-9	-2	-5	-5%	-13%	-1%	-13%
CSc1ccc(/C=C(\C#N)C(=O)Nc2cccc(C)c2)cc1	-7%	0%	u	14	2	-2%	-1%	15%	1%
Cc1[nH]c(=S)c(C#N)c2c1CCCC2	17%	-8%	-2	-22	-5	13%	0%	0%	-11%
Cc1ccc(NC(=O)/C(=C/c2cccc([N+](=O)[O-])c2)NC(=O)C2CCCCC2)cc1	-10%	6%	-16	-7	0	-4%	0%	4%	5%
COc1ccc(NC(=O)CSCC(=O)Nc2ccccc2N2CCCC2)cc1	-5%	-11%	6	u	-3	-5%	-12%	-9%	-24%

# Compound activity deposited in PubChem by National Center for Advancing Translational Sciences (NCATS).
